High-throughput results from PubChem BioAssay.
TDP1 cell noCPT: qHTS for Inhibitors of human tyrosyl-DNA phosphodiesterase 1 (TDP1): qHTS in cells in absence of CPT; actives 15% (n = 420,000); Potency, µM (doses to about 46.2 µM), inactives show at the highest dose activity change, negative = growth inhibition, usual class: inhibitors; DT40 Tdp1-/- hTDP1 cells, no CPT, ATP luminescence, 48 h; AID 686978, 2013; note: nearly all actives have a fitted effect of over 55% in size
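DT40 Tdp1-/-;hTDP1 cells, no CPT (DMSO vehicle only), 400 cells/well; compounds pin-transferred; ≥48 hr, 37 °C; CellTiter-Glo 30 min RT dark, luminescence read.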
KAT2A inh: blocks human GCN5L2 histone acetyltransferase. Q92830. GCN5L2 HAT assay, ThioGlo1 CoA-SH fluorescence. Potency, µM (titrated, usually from 58.9 µM), for inactives: at the highest dose activity change, negative = inhibition, actives largely listed as inhibitors. actives 0.21% (n = 390,000)
Target sequence (Q92830 whole entry, looked up): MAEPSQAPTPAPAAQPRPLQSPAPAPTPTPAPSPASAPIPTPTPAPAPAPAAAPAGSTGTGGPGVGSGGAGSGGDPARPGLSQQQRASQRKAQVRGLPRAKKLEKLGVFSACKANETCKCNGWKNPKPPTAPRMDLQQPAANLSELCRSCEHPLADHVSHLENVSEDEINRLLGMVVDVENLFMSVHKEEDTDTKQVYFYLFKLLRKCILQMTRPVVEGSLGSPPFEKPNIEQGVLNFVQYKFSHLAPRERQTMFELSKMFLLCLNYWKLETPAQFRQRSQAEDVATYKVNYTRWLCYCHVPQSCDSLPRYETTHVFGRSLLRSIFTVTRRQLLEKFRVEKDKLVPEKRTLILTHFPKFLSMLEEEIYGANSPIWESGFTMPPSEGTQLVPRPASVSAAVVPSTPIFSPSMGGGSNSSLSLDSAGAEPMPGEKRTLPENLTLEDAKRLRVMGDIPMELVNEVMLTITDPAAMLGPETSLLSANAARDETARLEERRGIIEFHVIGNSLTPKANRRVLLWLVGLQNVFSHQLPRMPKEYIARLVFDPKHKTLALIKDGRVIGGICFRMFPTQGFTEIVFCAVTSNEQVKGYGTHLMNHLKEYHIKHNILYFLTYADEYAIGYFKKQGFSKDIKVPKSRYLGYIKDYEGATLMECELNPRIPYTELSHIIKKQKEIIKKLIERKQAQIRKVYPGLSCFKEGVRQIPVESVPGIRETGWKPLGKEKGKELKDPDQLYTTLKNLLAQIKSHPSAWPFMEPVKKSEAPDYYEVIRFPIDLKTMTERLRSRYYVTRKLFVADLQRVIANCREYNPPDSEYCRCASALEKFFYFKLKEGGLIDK
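Titration-based screen in which CoA formation is detected via maleimide probe ThioGlo1 (50uM) turning fluorescent on thiol reaction; substrates H3(1-25) 75uM and acetyl-CoA 70uM, GCN5L2 20nM, 20 min incubation at room temperature.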
TDP1 block: blocks human tyrosyl-DNA phosphodiesterase 1; recombinant TDP1, AlphaScreen DNA substrate cleavage; actives 0.28% (n = 350,000); Potency, µM (titrated, usually from 130 µM), for the others: at the highest dose activity change, negative = inhibition, most hits filed as inhibitors; note: nearly all actives have a fitted effect of over 40% in size
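Compounds were preincubated with Tdp1 (1 nM final) for 15 min at room temperature before substrate (15 nM final) started a 5 min reaction; beads (10 ug/ml final) were then added for 10 min before AlphaScreen detection.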
* marks the source's active call; other numbers are inactive results; u = inconclusive; x = no result given; [ ] = another dose, or the depositor's remark. Calls come from the whole dose curve; as a rule, active = well fitted curve in the direction sought with a large enough effect; inconclusive = small, poorly fitted or top-dose-only effect, or another doubt; inactive = no such curve, though single readings can be large; an effect the other way counts as inactive or inconclusive. % is set by controls: 0 for no effect and ±100 for the full control effect; potency is the fitted concentration of half-maximal effect. An excerpt, so the mix of outcomes need not match the whole.

SMILES,TDP1 cell noCPT,KAT2A inh,TDP1 block
CCOc1ccc(NC(=O)Nc2cc3c(cc2N2CCCCC2)n(C)c(=O)n3C)cc1,13µM*,-4%,2%
CCCCN(C(=O)CSc1nnc(-c2ccccc2)n1C)c1c(N)n(Cc2ccccc2)c(=O)[nH]c1=O,-17%,-10%,-3%
COCCC(=O)N1CCC(Oc2ccc(C(=O)NCCSC)cc2)CC1,5%,-1%,1%
COc1ccc(O)c(-c2[nH]ncc2C(=O)c2ccccc2)c1,-27%,2%,6%
COCC(=O)Oc1c(Sc2ccccc2[N+](=O)[O-])c(C)nn1C(C)(C)C,u,-19%,8%
Cn1c(SCC(=O)NC(=O)Nc2ccccc2)nnc1-c1ccncc1,-11%,2%,1%
NCCNc1ccc([N+](=O)[O-])cc1,17%,-5%,2%
CCc1cccc2c(C(=O)CN3C(=O)C(=O)N(C4CCCC4)C3=O)c[nH]c12,-18%,-9%,2%
Oc1ccccc1/C=N/NC(=S)NC1CC2C=CC1C2 (stereo unspecified),1.6µM*,-7%,9%
O=C(CCCN1C(=O)/C(=C/c2ccccc2Cl)SC1=S)NNC(=O)c1ccccc1,16µM*,-4%,0%
O=C(COC(=O)c1ccc2c(c1)OCO2)NCc1ccc(Cl)cc1,u,0%,5%
CC(C)N(C(=O)Cn1c(Cl)nc2ccccc21)C(C)C,-1%,-4%,-8%
Cc1ccccc1NS(=O)(=O)c1cc(C(=O)NCCC2=CCCCC2)ccc1C,u,-17%,2%
COC(=O)c1c(-c2ccc(F)cc2)csc1NC(=O)c1ccco1,u,-3%,4%
CN(CC(=O)NCCc1ccc(S(N)(=O)=O)cc1)S(=O)(=O)/C=C/c1ccccc1,-17%,-5%,2%
Cc1onc(C(=O)Nc2c(C)n(C)n(-c3ccccc3)c2=O)c1[N+](=O)[O-],-17%,-29%,x
CC(C)CCCN1C(N(C)C)=NC[C@@H]1Cc1ccccc1,21µM*,-3%,-4%
CCOc1nc2ccccc2cc1C=O,2.6µM*,2%,6%
COc1ccc(-c2noc(CN3CCN(C(=O)c4cccs4)CC3)n2)c(OC)c1OC,-9%,-24%,2%
Cc1n[nH]c(C)c1S(=O)(=O)N1CCN(S(=O)(=O)c2cccc(F)c2)CC1,-10%,1%,u
CCOC(=O)c1cc(OC(=O)c2ccccc2Cl)n(-c2ccccc2)n1,6%,-3%,1%
O=C(CN1C(=O)NC(Cc2c[nH]c3ccccc23)C1=O)Nc1cccc(S(=O)(=O)N2CCCC2)c1 (stereo unspecified),u,-6%,-3%
O=C(O)c1cccc(S(=O)(=O)Nc2ccc(S(=O)(=O)N3CCOCC3)cc2)c1,-4%,-14%,2%
COc1ccc(CN2C(=O)N(c3ccc(OC)cc3)C(=O)C2CC(=O)Nc2ccccc2)cc1 (stereo unspecified),u,0%,-2%
COc1ccc(CN(C)C(=O)c2sccc2-c2ccccc2)c(OC)c1,u,-6%,1%
CCOCCCNC(=O)c1cc2c(-c3ccc(Cl)cc3)nn(C)c2s1,u,-9%,1%
COC(=O)CC1C(C)(C)C(OC(C)=O)C2CC3C4CC(=O)OC(c5ccoc5)[C@]4(C)CCC3[C@@]1(C)C2=O (stereo partly specified),-16%,4%,12%
Cc1ccc(S(=O)(=O)N2CCN(C(=O)CSc3nnc(C)c(=O)[nH]3)CC2)cc1,-2%,2%,-1%
COc1ccc(S(=O)(=O)N2CCCC2=O)cc1N(C)S(C)(=O)=O,14%,0%,x
CC(C)(C)NS(=O)(=O)c1cc2c3c(c1)CCN3C(=O)CC2,-10%,-3%,-3%
NC(=NCCc1ccccc1)NS(=O)(=O)c1ccc2ccccc2c1,3%,-6%,4%
O=C(Nc1ccccc1)c1ccccc1OCC(O)CN1C(=O)c2ccccc2S1(=O)=O (stereo unspecified),-25%,-8%,8%
CC(=O)NCCc1nc2ccccc2n1Cc1ccccc1,-19%,-20%,7%
CN1CCN(C(=O)C2=C[C@@H](c3ccc(C(F)(F)F)cc3)C[C@@H](OCc3ccc(CO)cc3)O2)CC1,u,11%,4%
CCOc1ccc2c(CC)cc(=O)oc2c1OCC,-15%,-4%,-3%
CCOc1cccc(C(=O)NC2CCCCC2)c1,-11%,-10%,7%
Cc1ccc(C2C(C#N)=C(N)N(c3cccnc3)C3=C2C(=O)CCC3)s1 (stereo unspecified),-19%,1%,-2%
COc1ccccc1N1CCN(C(=O)C2CCN(S(=O)(=O)c3cccs3)CC2)CC1,21µM*,-7%,0%
Cc1cccc(NS(=O)(=O)c2ccc(C3CCCCC3)cc2)n1,-28%,-17%,1%
Cc1nn(-c2ccccc2)c(C)c1/C=N/NC(=O)c1ccccc1NS(=O)(=O)c1cccs1,-21%,-13%,0%

Reprinted from the part before: six entries, followed by the next part.
SMILES,TDP1 cell noCPT,KAT2A inh,TDP1 block
CCOc1ccc2c(CC)cc(=O)oc2c1OCC,-15%,-4%,-3%
CCOc1cccc(C(=O)NC2CCCCC2)c1,-11%,-10%,7%
Cc1ccc(C2C(C#N)=C(N)N(c3cccnc3)C3=C2C(=O)CCC3)s1 (stereo unspecified),-19%,1%,-2%
COc1ccccc1N1CCN(C(=O)C2CCN(S(=O)(=O)c3cccs3)CC2)CC1,21µM*,-7%,0%
Cc1cccc(NS(=O)(=O)c2ccc(C3CCCCC3)cc2)n1,-28%,-17%,1%
Cc1nn(-c2ccccc2)c(C)c1/C=N/NC(=O)c1ccccc1NS(=O)(=O)c1cccs1,-21%,-13%,0%
COc1cc(/C=C2/SC(=S)N(c3c(C)n(C)n(-c4ccccc4)c3=O)C2=O)ccc1O,u,-5%,4%
COc1ccc(C(=O)Nc2ccccc2C(=O)N2CCCCC2C)cc1 (stereo unspecified),5%,4%,-3%
Nc1nc2c3ccccc3nc(Cc3ccccc3)n2n1,-28%,-3%,0%
O=C(N=C1SC2CS(=O)(=O)CC2N1c1ccc(OC(F)(F)F)cc1)C1CC1 (stereo unspecified),30%[activator],0%,5%
COc1ccccc1OCC(=O)Nc1ccc(S(=O)(=O)N2CCCC2)cc1,u,-3%,x
O=C(O)c1cccc(S(=O)(=O)NCC2COc3ccccc3O2)c1 (stereo unspecified),-8%,-12%,0%
CCN(CC)S(=O)(=O)c1ccc(OC(C)C)c(N)c1,-18%,-1%,-6%
OCCN1CCN(CC(O)COc2ccc(-c3ccccc3)cc2)CC1 (stereo unspecified),u,-2%,4%
O=C1C(Cl)=C(NCC2CCCO2)C(=O)N1Cc1ccccc1 (stereo unspecified),1%,1%,-6%
O=C(CCSc1ccccc1)NCCSc1ccccn1,-28%,-3%,-2%
Cc1nc2scc(C)n2c(=O)c1S(=O)(=O)Nc1cccc(O)c1,-30%,-5%,0%
Cc1cc(Cl)ccc1NC(=O)CN1CCCC1,-1%,2%,x
Cc1ccc(Sc2ncccc2[N+](=O)[O-])cc1,-4%,1%,x
O=C(c1ccc(CS(=O)c2ccccc2Cl)o1)N1CCN(c2ccccc2)CC1 (stereo unspecified),0.52µM*,-17%,7%
O=C(c1cc(S(=O)(=O)N2CCCC2)c(Cl)cc1Cl)N1CCCC1,-12%,-5%,u
CCCCCCNC(=O)c1ccc(Br)o1,-1%,14%[88.6 µM],0%[234 µM]
CCOc1ccc(CCNC(=O)COC(=O)c2c(C)nn(-c3ccccc3)c2C)cc1OCC,-15%,-1%,2%
Cc1ccc(C(=O)c2oc3ccccc3c2NC(=O)Cc2coc3c(C)c(C)ccc23)cc1,-5%,-3%,-4%
CCCCCCCC(=O)NC(Nc1ccccc1OC)C(Cl)(Cl)Cl (stereo unspecified),u,-2%,1%
CCOC(=O)C(NC(C)=O)(NS(=O)(=O)c1ccccc1)C(F)(F)F (stereo unspecified),0%,-16%,2%
COCCCNC(=O)c1cc(Nc2ccc(OC)cc2OC)nc2ccccc12,u,21%,x
O=S(=O)(NCCc1ccc(Cl)cc1)c1cccc2cccnc12,0%,-19%,x
C[C@H]1CN([C@@H](C)CO)C(=O)c2cccc(NC(=O)Nc3ccc(F)cc3)c2O[C@@H]1CN(C)Cc1ccc(C(=O)O)cc1,6%,-6%,2%
CC(C)(C)C1CCc2onc(C(=O)NCc3ccc(F)cc3)c2C1 (stereo unspecified),u,-5%,4%
O=C(O)CNc1nc(-c2ccccc2)c2cc([N+](=O)[O-])ccc2n1,u,-14%,-1%
CC1CN(C2CCN(S(=O)(=O)c3ccccc3)CC2)CC(C)O1 (stereo unspecified),-2%,-1%,5%
Cc1ccc2c(cnn2C(=O)CCC(=O)N2CCCCC2)c1,-14%,u,x
Cc1cccc(NC(=O)c2cccc(C(=O)Nc3cccc(C)n3)c2)n1,-22%,3%,x
Cc1c(NC(=O)COC(=O)c2ccc(Br)o2)c(=O)n(-c2ccccc2)n1C,u,-8%,-3%
COc1ccc(C2CC(=O)Oc3cc(OC)ccc32)cc1 (stereo unspecified),-2%,-6%,-5%[56.1 µM]
CN(CC1CCOCC1)C(=O)CC1C(=O)NCCN1Cc1ccc(Cl)c(F)c1 (stereo unspecified),-3%,1%,2%
CCOc1cccc(C(=O)Nc2ccncc2)c1,u,-1%,0%
C=CCn1c(SCC(=O)NC2CCS(=O)(=O)C2)nnc1-c1cc2c(s1)CCC(CC)C2 (stereo unspecified),u,1%,2%
CO/N=C(\C)c1ncc(C(F)(F)F)cc1N1CCOCC1,-1%,2%,3%
CCCC(=O)Nc1ccc(C(=O)Nc2nnc(COCC)s2)cc1,-7%,-5%,7%
CCOC(=O)c1c(NC(=O)C(C)Sc2cn(CCNC(=O)c3ccccc3OC)c3ccccc23)sc2c1CCC2 (stereo unspecified),5.2µM*,-12%,6%
CC12CC3(C)CC(C)(C1)CC(C(=O)NCc1cccnc1)(C2)C3,-7%,-2%,x
O=c1oc2ccccc2c2c1ncn2-c1ccccc1,-18%,-6%,5%
O=P1(c2ccccc2)C=Cn2c1cc1c2CCCC1 (stereo unspecified),-6%,-3%,5%
O=C(NCCC1=CCCCC1)c1ccc(F)c(S(=O)(=O)N2CCOCC2)c1,u,-6%,2%

Copied from the list:
Value of `CN(CC1CCOCC1)C(=O)CC1C(=O)NCCN1Cc1ccc(Cl)c(F)c1` (stereo unspecified) under TDP1 block: 2%
Value of `O=c1oc2ccccc2c2c1ncn2-c1ccccc1` under KAT2A inh: -6%

Later entries.
SMILES,TDP1 cell noCPT,KAT2A inh,TDP1 block
COc1ccc2c(c1)c(N1CCCC1=O)c(C(=O)Nc1ccc(Cl)cc1C)n2C,x,-10%,3%
CCOC(=O)c1nc(-c2ccccc2)oc1N1CCOCC1,u,-18%,0%
CC(C)C[C@H](NC(=O)[C@H](CCCCN)NC(=O)[C@H](CCC(N)=O)NC(=O)[C@H](Cc1cnc[nH]1)NC(=O)[C@H](Cc1cnc[nH]1)NC(=O)[C@@H](N)C(C)C)C(=O)N[C@H](C(=O)N[C@@H](Cc1ccccc1)C(=O)N[C@@H](Cc1ccccc1)C(=O)N[C@@H](C)C(=O)N[C@@H](CCC(=O)O)C(=O)N[C@@H](CC(=O)O)C(=O)N[C@H](C(=O)NCC(=O)N[C@@H](CO)C(=O)N[C@@H](CC(N)=O)C(=O)N[C@@H](CCCCN)C(=O)O)C(C)C)C(C)C,x,-22%,11%
OCCN(Cc1ccccc1)CC(O)COc1ccc2c(c1)OCO2 (stereo unspecified),-2%,-5%,x
CC(C)(C)Cc1nnc(NC(=O)CN2C(=O)c3ccccc3C2=O)s1,-16%,7%,4%
O=C(Nc1nnc(C2CC2)s1)C1COc2ccccc2O1 (stereo unspecified),-2%,-4%,8%
O=C(COC(=O)c1n[nH]c2ccccc12)c1cc(F)ccc1F,-26%,-17%,-2%
Cc1cccc(N2CCN(C(=O)C3CCN(S(=O)(=O)c4ccc5c(c4)oc(=O)n5C)CC3)CC2)c1C,3.7µM*,-7%,-4%
COc1ccccc1-c1cc(NCc2cccs2)ncn1,u,-6%,x
CNC(=O)CN1C(=O)c2cccnc2Sc2ccccc21,-15%,18%,5%
